# HSF1 inh – HSF1 inhibitors in luciferase reporter cells, primary screen, cell-based, NIH3T3, luminescence; NIH3T3-HGL HSE-luciferase, MG132-induced, luminescence 8 h; hits give low values; activity change, negative = inhibition, % at 7.5 µM (by protocol); AID 2098, 2009; actives 0.77% (n = 300,000);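 active = more than half of replicate wells show activity change below -50%, luminescence cut by over half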;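 note: luciferase reports HSF-1 transcriptional activity via heat shock element; 0% = median of DMSO wells and -100% = zero luminescence signal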
# aSyn 5UTR inh – MLPCN primary screen, SNCA 5' untranslated region; alpha-synuclein 5'UTR reporter, inhibitor activity; inhibition, % (tested at 7.5 µM); actives 0.82% (n = 300,000); AID 1813, 2009; in the data active = inhibition above about 60%;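 note: H4 neuroglioblastoma cells stably carrying SNCA 5'UTR luciferase fusion; 0% = DMSO wells and 100% = positive control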
# HSF1 activator – HSF-1 activators, primary screen, NIH3T3-HGL cells, MG132 stress, luminescence, single point; NIH3T3-HGL HSF-1 luciferase reporter, 8 h; 100% = twice DMSO control signal; activation, % at 9 µM; actives 1.7% (n = 300,000); AID 504408, 2011;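 active = mean replicate activation of at least 50% with a set share of replicates each reaching 50%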;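 note: 0% = median of the neutral control wells and 100% = twice that signal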
# GSK3 alpha inh – blockers of GSK3A enzyme activity – biochemical, luminescence, cell-free homogeneous, HTS, primary screen | Glycogen synthase kinase-3 alpha (Homo sapiens), P49840 | GSK-3 alpha kinase, ADP-Glo luminescence, 60 min | inhibition, % at 10 µM | actives 0.1% (n = 320,000);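 in the data active = inhibition above about 50%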;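 note: GST-tagged GSK-3 alpha with peptide substrate and 25 µM ATP; 0% = DMSO neutral wells and 100% = GW8510 positive control wells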
# Target sequence (P49840 whole entry, looked up): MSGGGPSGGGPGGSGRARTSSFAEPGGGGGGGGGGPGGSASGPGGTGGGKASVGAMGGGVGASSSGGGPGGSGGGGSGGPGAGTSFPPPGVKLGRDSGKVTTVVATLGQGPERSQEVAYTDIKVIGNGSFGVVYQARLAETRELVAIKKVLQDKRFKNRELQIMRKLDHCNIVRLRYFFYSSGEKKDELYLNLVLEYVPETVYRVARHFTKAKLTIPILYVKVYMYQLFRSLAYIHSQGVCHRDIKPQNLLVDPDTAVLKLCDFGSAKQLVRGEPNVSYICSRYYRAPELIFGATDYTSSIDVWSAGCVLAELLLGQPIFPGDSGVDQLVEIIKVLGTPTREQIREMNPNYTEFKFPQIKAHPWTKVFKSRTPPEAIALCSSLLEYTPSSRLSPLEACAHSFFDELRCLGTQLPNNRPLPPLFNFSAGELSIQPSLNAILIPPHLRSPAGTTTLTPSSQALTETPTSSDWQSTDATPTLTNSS
# GSK3beta inhib – human GSK3beta kinase inhibitors, primary screen, biochemical, cell-free homogeneous, HTS | GST-GSK3beta kinase, ADP-Glo luminescence, 60 min; hits give low values | Glycogen synthase kinase-3 beta (Homo sapiens), P49841 | activity score (negative = inhibition), % at 10 µM | AID 2097, 2009 | actives 0.038% (n = 300,000);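 active = more than half of replicate wells score below -50%, meaning over 50% inhibition versus plate controls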;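 note: 0% = median DMSO wells and -100% = median GW8510 positive control wells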
# Target sequence (P49841 whole entry, looked up): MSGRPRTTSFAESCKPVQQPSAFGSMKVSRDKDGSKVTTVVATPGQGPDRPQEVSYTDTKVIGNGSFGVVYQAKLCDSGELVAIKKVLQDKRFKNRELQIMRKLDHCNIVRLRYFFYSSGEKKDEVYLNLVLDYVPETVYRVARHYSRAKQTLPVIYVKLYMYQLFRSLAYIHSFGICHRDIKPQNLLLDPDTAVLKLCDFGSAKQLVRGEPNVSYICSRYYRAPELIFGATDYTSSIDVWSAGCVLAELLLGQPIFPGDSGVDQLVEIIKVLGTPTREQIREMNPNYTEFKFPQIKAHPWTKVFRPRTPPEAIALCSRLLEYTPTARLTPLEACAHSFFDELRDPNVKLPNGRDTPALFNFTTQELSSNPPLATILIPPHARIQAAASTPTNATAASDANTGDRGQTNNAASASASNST
#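 test system = GST-tagged human GSK3beta kinase, cell-free | reagent = 25 µM ATP with peptide substrate | dosing = one dose of 10 µM per compound | schedule = 60 min reaction, RT | detection = luminescent ADP-Glo measurement of ADP formed | control set = DMSO neutral wells and GW8510 at 20 µM as positive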
# HSP90 refold inh – HSP90 inhibitors, primary screen, cell lysate, luminescence. Heat shock protein HSP 90 (rabbit reticulocyte lysate; luciferase refolding). Rabbit reticulocyte lysate, luciferase refolding luminescence, 3 h. inhibition, % at 5.6 µM. actives 0.91% (n = 290,000). AID 1789, 2009;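 active = inhibition above the screen-wide mean plus 3 SD, computed separately per campaign, cut at about 16% in these data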;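 note: 0% = DMSO wells and 100% = 60 µM geldanamycin wells; inhibitors lower the luminescence because luciferase stays unfolded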
# IEC-6 cytotox – cytotoxicity in IEC-6 intestinal epithelial cells, primary screen, cytotoxicity control for KLF5 inhibitor project, cell-based, luminescence; IEC-6 cytotoxicity, luminescence viability; inhibition, % at 5 µM; actives 0.78% (n = 290,000); AID 1825, 2009; in the data active = inhibition above about 22%;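 note: 0% = plate median of test compound wells and 100% = cytotoxic reference compound wells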
# HIF act – HIF pathway transcriptional activators, primary screen, cell-based, U2OS HRE-luciferase, luminescence | actives 0.32% (n = 300,000) | AID 1910, 2009 | activation, % at 7.5 µM (by protocol) | U2OS HRE-luciferase reporter; normalized: DMSO 0%, desferrioxamine 100%;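 active = mean activation of at least 10% of the iron chelator positive control signal, with at least half of replicates also reaching 10%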
# KLF5 inh – KLF5 expression inhibitors, primary screen, DLD-1 cells, luminescence; DLD-1 KLF5 promoter-luciferase reporter; inhibition, % at 5 µM; actives 0.23% (n = 290,000);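 active = inhibition above a per-plate limit of that plate's mean compound inhibition plus 3 SD, cut at about 60% in these data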;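 note: 0% = DMSO wells and 100% = LY294002 at 200 µM; higher means less KLF5 promoter-driven luciferase light; inactives centre near -14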
# AI-2 QS mod – Vibrio harveyi AI-2 quorum sensing modulators, primary screen, JMH597 strain, luminescence/OD600 ratio | Vibrio harveyi JMH597 AI-2 luminescence/OD600 ratio, 9 h; hits give low values; strain lacks LuxN and CqsS sensors; 0 = neutral-control median | activity change, % at 7.5 µM | actives 0.4% (n = 300,000); in the data active = activity change below about -75%, passing the limit was not always enough;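 note: luminescence divided by OD600 gain over 9 h not by final OD600 alone; inactives centre near 13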
# Numbers without * were called inactive; . = not tested or not shown.
SMILES,HSF1 inh,aSyn 5UTR inh,HSF1 activator,GSK3 alpha inh,GSK3beta inhib,HSP90 refold inh,IEC-6 cytotox,HIF act,KLF5 inh,AI-2 QS mod
CCOc1ccc(NC(=O)C2CCCN(c3nc(C)cc(C)n3)C2)cc1 (stereo unspecified),4,3,9,0,3,-3,1,-0.2,1,35
C=CCOc1ccccc1NC(=O)CN1C(=O)CNC1=O,9,5,23,-2,2,-1,2,0.3,-8,8
Cc1cc(C(=O)N/N=C/c2cc(Br)cc(Br)c2OC(=O)c2cccc(F)c2)n[nH]1,1,70*,-12,-1,3,1,12,1.5,-5,26
CCN(CC)S(=O)(=O)c1cccc(NC(=O)c2cncc(Br)c2)c1,-2,-37,-2,1,-1,4,12,0.0,-22,6
Cn1cnc2c1c(=O)n(Cc1c(Cl)cccc1Cl)c(=O)n2C,-5,-12,4,-1,-3,-1,1,-0.5,-9,5
CN(CCCC1CCCC1)C(=O)c1cc(COc2ccc(F)cc2F)on1,15,-10,4,-2,1,1,6,1.4,-48,2
CC1(C)SC2c3ccccc3C(=O)N2[C@@H]1C(=O)NC1CCCC1 (stereo partly specified),-2,11,2,11,-1,0,-3,0.7,1,5
S=C(c1cn(Cc2ccccc2)c2ccccc12)N1CCOCC1,-2,9,10,0,-3,1,5,-1.1,-12,-34
Cc1cc(C(=O)CSc2nc(N)cc(N)n2)c(C)n1CCc1ccc(F)cc1,3,-8,-1,1,2,5,2,0.2,12,28
COc1ccc(NS(=O)(=O)c2ccc3nc(COc4cccc5ccccc45)[nH]c3c2)cc1,-1,-10,29,1,-1,1,-9,-10,-10,32
Cc1onc(-c2ccccc2Cl)c1C(=O)N1CCN(c2ccc(F)cc2)CC1,-3,7,-7,-2,3,1,4,0.5,-13,6
Cc1ccccc1C(=O)Nc1ccnn1C1CCN(CCCc2ccccc2)CC1,2,16,-2,2,3,0,-2,-0.4,-8,29
O=C(Cn1cccc1)N1CCN(C(c2ccccc2)c2ccccc2)CC1,0,33,-8,-3,-3,6,-2,-0.2,-1,16
CC1Oc2ccccc2N(CC(=O)NCCCN2CCOCC2)C1=O (stereo unspecified),-5,4,7,-1,-2,-3,-4,0.0,-1,17
Cc1cc(C)n(C(=O)CNC(=O)c2ccc(Cl)cc2Cl)n1,0,-5,22,1,2,-2,1,-0.2,-33,3
COc1nc(Cl)cn(-c2ccc(C)cc2)c1=O,2,-13,-4,-1,-3,3,0,-0.5,2,9
COc1cc(/C=N/N=C(\N)c2nonc2N)ccc1O,11,-78,8,2,0,-1,3,2.6,-67,18
CN(C)c1ccc(P(=O)(OCc2ccccc2)C(O)c2ccc(Cl)cc2)cc1 (stereo unspecified),9,0,-2,-1,-1,0,-1,-0.8,-18,-2
CN1CCN(Cc2oc(CO)cc(=O)c2O)CC1,1,11,-4,-3,0,-2,2,-0.2,4,13
O=C(OCC(=O)N1CCCc2ccccc21)c1ccccc1NCCO,-3,-27,7,-1,3,.,.,0.4,.,2
COC(=O)C1C2C=CC3(CN(C(C)c4ccc(OC)cc4)C(=O)C13)O2 (stereo unspecified),1,-10,-14,0,0,2,-3,-25,-31,-7
CC(=O)c1cccc(NC(=O)CCCOc2ccc(C)cc2)c1,2,-1,1,0,2,-2,4,0.1,0,8
O=C(O)CCSc1nnc(-c2ccc3c(c2)OCO3)o1,-52*,67*,-60,3,2,16*,6,-4.9,2,3
O=C(Nc1ccc2c(c1)OCCO2)C1CCN(S(=O)(=O)Cc2ccccc2)CC1,2,17,-15,3,-3,-4,-1,-0.2,2,12
COc1cccc(-n2ccnc2SCC(=O)N2CCc3ccccc32)c1,1,9,-2,-8,4,-1,-11,0.1,8,6
O=C(OCCN1C(=O)c2ccccc2C1=O)c1cccc(OC(F)F)c1,8,-1,5,-1,1,-3,6,-0.2,-6,-22
Cc1nc2c(-c3ccc(Cl)cc3)cnn2c2c1CCC2,12,-123,19,-4,-1,0,4,0.7,-19,24
CN(Cc1ccccc1)C(=O)C1CCC(CNS(=O)(=O)c2cccc3cccnc23)CC1 (stereo unspecified),0,18,-8,-2,-4,-2,-5,-0.9,4,18
NS(=O)(=O)c1ccc(Nc2nc(-c3ccccc3)cs2)cc1,8,-117,17,7,-8,-2,0,1.5,-156,72
O=C(Cn1c(=O)oc2cc(S(=O)(=O)N3CCCCCC3)ccc21)NC1CCCCCCC1,2,-2,9,1,0,-3,-2,-0.2,-21,18

# Structures above containing bromine (two):
SMILES,HSF1 inh,aSyn 5UTR inh,HSF1 activator,GSK3 alpha inh,GSK3beta inhib,HSP90 refold inh,IEC-6 cytotox,HIF act,KLF5 inh,AI-2 QS mod
Cc1cc(C(=O)N/N=C/c2cc(Br)cc(Br)c2OC(=O)c2cccc(F)c2)n[nH]1,1,70*,-12,-1,3,1,12,1.5,-5,26
CCN(CC)S(=O)(=O)c1cccc(NC(=O)c2cncc(Br)c2)c1,-2,-37,-2,1,-1,4,12,0.0,-22,6

# Continuation:
SMILES,HSF1 inh,aSyn 5UTR inh,HSF1 activator,GSK3 alpha inh,GSK3beta inhib,HSP90 refold inh,IEC-6 cytotox,HIF act,KLF5 inh,AI-2 QS mod
Cc1ccc(O)c(NC(=O)c2ccc3c(c2)C(=O)N(Cc2ccco2)C3=O)c1,-7,-9,-9,-2,1,-1,5,32*,14,38
COc1ccc(CNC(=O)CC2(CC(=O)O)CCCCC2)cc1,-1,9,8,-2,6,9,3,0.1,-33,2
C=CCOC(=O)C1=C(C)NC(SCC(N)=O)=C(C#N)C1c1ccc(C)cc1 (stereo unspecified),7,8,11,-1,5,-1,-4,-0.1,-7,8
CC(C)(Oc1ccc(Cl)cc1)C(=O)Nc1ccc2oc(=O)ccc2c1,7,-9,-7,-2,1,3,2,0.0,-25,6
Cc1ccc(/C=c2/sc3nnc(-c4ccccc4Cl)n3c2=O)o1,21,9,31,-3,2,3,-13,0.0,-48,0
Cc1nc2ccccn2c1C(=O)NNC(=S)Nc1ccccc1,14,-14,13,-2,1,0,-1,0.8,-26,36
COc1ccc(-n2c(-c3ccco3)nc3c(cnn3-c3ccccc3C)c2=O)cc1,-4,29,-7,-1,2,-3,4,-0.6,-25,2
CCOc1ccc(-n2c(Cc3cc(=O)[nH]c(=O)[nH]3)nnc2SCc2cccnc2)cc1,-1,14,-1,0,1,3,7,.,-4,27
CCN1CCN(c2nc3c(C)cccn3c(=O)c2/C=C(\C#N)S(=O)(=O)c2ccc(Cl)cc2)CC1,0,19,6,-2,0,7,3,0.5,-17,10
CCOc1ccc(N(CC(=O)OC)S(=O)(=O)c2ccc(OC)c(OC)c2)cc1,2,7,-2,.,3,7,4,-0.3,8,9
COc1ccc(CN2CCN(C(=O)c3cccc4ccccc34)CC2)c(OC)c1OC,-10,11,2,-4,0,2,4,1.3,-10,31
O=C(COC(=O)Cn1nnc2ccccc21)NC1CCCC1,1,7,-22,-1,4,0,-2,-0.1,-14,12
COc1ccc(C(=O)N/C(=C/c2cccs2)C(=O)NN)cc1OC,5,21,17,-2,1,-1,2,-0.7,-16,-2
CCc1ccccc1NC(=O)c1ccc(S(=O)(=O)NCC2CCCO2)cc1 (stereo unspecified),4,-8,14,-2,.,4,1,0.2,18,.
O=C(NNc1c2ccccc2nc2ccccc12)c1ccc(Cl)cc1,-1,-80,1,-2,1,1,-1,-4.7,-4,25
O=c1c2ccccc2ncn1CCOCCOc1cccc(Br)c1,7,1,19,-3,-1,-2,9,-0.5,-20,12
O=C(NCc1ccc(OC(F)(F)F)cc1)C1CC(c2ccc(C(F)(F)F)cc2)=NO1 (stereo unspecified),-4,-22,-4,-2,4,.,.,-0.3,.,-13
Cc1occc1-c1nnc(SCC(=O)NCC2CCCO2)n1C (stereo unspecified),-6,6,-11,-2,-1,5,2,-0.6,7,25
COc1ccccc1NC(=O)c1cnc(SCC(=O)NCCc2ccccc2)n(C)c1=O,-2,-27,-5,1,0,.,.,-0.4,.,15
CC(C)(C)CC(=O)NCCCN1CCOCC1,-1,13,-6,8,1,2,-4,-0.2,-16,26
Cn1c(Cc2ccccc2)nnc1SCC(=O)c1ccc(Br)s1,3,-2,-3,1,-5,0,-3,0.1,-34,15
CCCCCC(=O)Nc1ccc(C(=O)CN2C(=O)NC3(CCCCCC3)C2=O)cc1,14,31,19,-1,0,.,.,-0.4,.,-3
CCCN(CCC)CCN1C(=O)C2C(C(=O)Nc3ccc(C)cc3)C3C=CC2(O3)C1C(=O)NC1CCCCC1 (stereo unspecified),-6,4,11,-1,2,2,4,0.0,6,48
COc1cc(C(=O)NCc2cn3ccsc3n2)cc(OC)c1OC,2,18,-4,-2,4,3,-2,-0.2,-24,3
COc1ccc(OC)c(N)c1,0,-5,37,0,2,0,-4,0.0,-47,25
Cc1c(C(=O)OCC(=O)Nc2cccc(S(N)(=O)=O)c2)oc2c1ccc1ccccc12,-3,22,-8,0,0,-1,3,0.1,-4,29
CSc1ccc(-c2nc(O)c3cnccn23)cc1,-5,-28,1,9,-1,-5,0,0.6,1,9
CCOC(=O)C1=C(C)N=c2s/c(=C/c3ccc(OCC(=O)O)cc3)c(=O)n2C1c1ccc(F)cc1 (stereo unspecified),0,10,6,2,0,-8,-6,1.0,-40,30
Cc1cc(C)c(S(=O)(=O)c2cccc(Cl)c2)c(=O)[nH]1,-8,8,4,-2,3,-4,-5,-0.9,-27,7
COc1cc2c(cc1OC)CN(CC(=O)Nc1ccccc1SC)CC2,-6,10,9,-1,5,-2,7,0.0,3,2
CC(=O)Nc1c(C)nn(-c2ccc([N+](=O)[O-])cc2)c1C,4,11,-14,-3,2,-1,-9,1.3,-24,20
CCN(CC)CCNC(=O)c1sc2ncn(CC(=O)Nc3ccc(C)c(Cl)c3)c(=O)c2c1C,8,-37,5,0,1,2,10,-0.3,10,6
CCN(CC)c1ccc(N)cc1S(=O)(=O)Nc1ccccc1OC,2,6,-2,-2,-3,5,0,-0.2,-17,11
CNc1nccc(-c2ccc(Cl)cc2)c1C#N,2,23,5,-4,1,-3,-3,-0.3,3,-12
CCN1C(=O)C(CC(=O)Nc2c(C)cccc2C)SC1=Nc1ccc(S(N)(=O)=O)cc1 (stereo unspecified),-1,13,10,4,-1,-2,3,-0.5,-42,18
COc1cccc(C=NCCNC(=O)c2nonc2N)c1O,.,.,.,0,.,2,-5,.,-8,.
Cc1ccc(S(=O)(=O)Oc2ccc(/C=C3\N=C(c4cccc(C)c4)OC3=O)cc2)cc1,6,0,-1,.,-5,-3,-7,0.6,8,7
O=C(NCc1cccnc1)c1cccc(S(=O)(=O)N2CCCCC2)c1,1,16,1,-4,-1,5,6,-0.1,-8,-1

# Screening data as filed in PubChem.
